# FUS suppressor: FUS proteinopathy suppression in yeast. S. cerevisiae FUS-expressing, growth rescue, OD600, 24 h. AID 1347120. actives 0.24% (n = 390,000). Potency, µM (titrated, usually from 76.6 µM), for the others: at the top dose growth rescue (activation), actives largely listed as activators;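 note: potency is the fitted concentration of half-maximal effect; plate controls were DMSO vehicle for no effect and reference control for full effect; nearly all actives have a fitted effect of over 55% in size; some results filed as inactive show a strong effect at the top dose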
#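 Read-out: OD at 600 nm after 24hr at 30C, reporting rescue of FUS-induced yeast toxicity. Cells at OD 0.005 in galactose (2%) minimal medium; compounds tested in a dilution series; CP55940 titration from 92uM final as control.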
# TDP43 rescue: rescues yeast growth from TDP-43 toxicity; TDP-43 expressing yeast growth rescue, BacTiter-Glo, 24 h; Potency, µM (doses to about 46.1 µM), without a hit: top-dose growth rescue (activation), hits mostly activators; actives 1.8% (n = 410,000); note: potency is the fitted concentration of half-maximal effect; % of control where 0% means no effect; nearly all actives have a fitted effect of over 50% in size
#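 Yeast expressing TDP-43 (pregrown in raffinose, seeded at OD600=0.02 in galactose medium) exposed to compounds 24 hr at 30 deg C. Growth read by BacTiter-Glo luminescence; rescue of toxicity appears as increased signal.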
# EPAC2 antagonist: antagonists of human EPAC2; Q8WZA2; EPAC2 GEF exchange of Rap1B-BODIPY-GDP, fluorescence; Potency, µM (series often up to 114 µM), for the others: at the top dose activity, negative = inhibition, most hits filed as inhibitors; actives 0.18% (n = 360,000); AID 720708; note: potency is the fitted concentration of half-maximal effect; % is set by controls: 0 for no effect and ±100 for the full control effect; nearly all actives have a fitted effect of over 45% in size; many of its hits are not listed in these tables
# Target sequence (Q8WZA2 whole entry, looked up): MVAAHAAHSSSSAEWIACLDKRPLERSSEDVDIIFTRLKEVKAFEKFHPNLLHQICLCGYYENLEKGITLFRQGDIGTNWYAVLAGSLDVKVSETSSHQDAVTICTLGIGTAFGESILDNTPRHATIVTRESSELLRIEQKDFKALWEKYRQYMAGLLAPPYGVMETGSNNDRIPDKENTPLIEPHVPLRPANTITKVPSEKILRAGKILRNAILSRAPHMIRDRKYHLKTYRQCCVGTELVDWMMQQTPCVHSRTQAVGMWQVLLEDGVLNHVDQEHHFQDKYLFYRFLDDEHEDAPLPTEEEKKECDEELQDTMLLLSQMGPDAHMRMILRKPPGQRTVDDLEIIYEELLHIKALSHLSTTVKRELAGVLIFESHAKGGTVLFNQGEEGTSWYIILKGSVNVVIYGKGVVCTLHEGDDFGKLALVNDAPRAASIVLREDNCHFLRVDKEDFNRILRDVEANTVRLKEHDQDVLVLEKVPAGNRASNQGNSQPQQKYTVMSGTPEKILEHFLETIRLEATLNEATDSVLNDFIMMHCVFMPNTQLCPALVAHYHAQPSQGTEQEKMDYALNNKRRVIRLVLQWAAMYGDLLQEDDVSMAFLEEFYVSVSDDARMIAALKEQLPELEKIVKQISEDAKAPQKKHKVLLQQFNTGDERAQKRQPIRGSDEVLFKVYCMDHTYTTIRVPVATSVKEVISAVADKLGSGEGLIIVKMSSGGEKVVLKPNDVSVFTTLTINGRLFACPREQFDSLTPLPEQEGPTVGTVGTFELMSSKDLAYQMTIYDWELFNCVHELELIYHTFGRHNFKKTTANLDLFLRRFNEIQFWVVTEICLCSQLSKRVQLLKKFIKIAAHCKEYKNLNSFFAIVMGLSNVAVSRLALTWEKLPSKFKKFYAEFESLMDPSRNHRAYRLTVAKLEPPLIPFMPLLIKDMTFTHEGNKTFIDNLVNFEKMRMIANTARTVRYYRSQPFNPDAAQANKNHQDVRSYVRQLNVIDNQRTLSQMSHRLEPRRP
# D3 antag: D3 dopamine receptor (human) antagonism. P35462. D3R cells, DiscoveRx beta-arrestin luminescence, antagonist mode; stronger effect = lower value. max response, negative = inhibition, %. actives 2.5% (n = 360,000). AID 652054; in the data active = max response below about -50%; inconclusive = no clear call, values can overlap the other calls; note: % is set by controls: 0 for no effect and ±100 for the full control effect; mostly tested at two doses, the higher about 12 µM
#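 Cells plated overnight at 1500 cells/well, then exposed to library compounds with dopamine controls for 90 minutes at 37 degrees C. DiscoveRx reagent added for 30–60 minutes at room temperature; luminescence read, quantitative HTS format.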
# EPAC2 ag: activates human EPAC2 exchange factor; Q8WZA2; EPAC2 activation, biochemical qHTS; response scale: 100% = 6.5 mM cAMP response; Potency, µM (highest dose often 154 µM), for the others: top-dose activation, hits mostly activators; actives 0.079% (n = 360,000); note: potency is the fitted concentration of half-maximal effect; nearly all actives have a fitted effect of over 50% in size
#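 Fluorescence exchange assay: 100 nM EPAC2 with 250 nM RAP1B-BODIPY-GDP and 50 uM GDP; compounds tested as a concentration-titration series (qHTS). Loss of Rap1-bound BODIPY-GDP fluorescence read at 480/540 nm; data normalized to 6.5 mM cAMP.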
# aSyn yeast inh: alpha-synuclein toxicity inhibition in yeast | Yeast expressing alpha-synuclein, growth rescue, BacTiter-Glo, 24 h | Potency, µM (highest dose often 46.1 µM), inactives show top-dose growth rescue (activation), most hits filed as activators | actives 0.14% (n = 370,000) | AID 652106; note: potency is the fitted concentration of half-maximal effect; % of control where 0% means no effect; nearly all actives have a fitted effect of over 65% in size
#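 Readout is rescue of growth in alpha-synuclein-expressing yeast, so inhibitors of toxicity appear as activators. Growth after 24 hr at 30 deg C in galactose medium is quantified by luminescence.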
# Abeta rescue: A-beta toxicity reversal in yeast; yeast expressing A-beta42, growth rescue, OD600, 48 h; response scale: 0% DMSO, 100% iron-clioquinol control; Potency, µM (top dose mostly 46.1 µM), without a hit: top-dose growth rescue, most hits filed as activators; actives 0.063% (n = 410,000); AID 1347071; note: potency is the fitted concentration of half-maximal effect; nearly all actives have a fitted effect of over 55% in size
#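 Yeast growth medium received pinned compounds, then yeast cells expressing toxic A-beta were added; plates incubated at 30 C for 48 hr. Growth read as absorbance at 600 nm, normalized to DMSO and equimolar FeCl3 plus clioquinol controls.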
# D3 ag: activates the human D3 dopamine receptor; P35462; D3R DiscoveRx beta-arrestin cells, luminescence, 90 min; max activation, %; actives 0.58% (n = 410,000); AID 652048; in the data active = max activation above about 30%; note: 0% is about no effect; mostly tested at two doses, the higher about 12 µM
#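 Agonist mode: compounds and dopamine controls were applied to plated cells for 90 min at 37 degrees C after an overnight attachment at 1500 cells/well. Luminescent read-out followed 30 - 60 minutes at room temperature with DiscoveRx detection reagent.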
# Starred values were filed as active, the others as inactive; ? = inconclusive; · = no result given; [ ] = dose if it differs, or a comment. Unless noted, calls come from the whole dose curve; as a rule, active = well fitted curve in the direction sought with a large enough effect; inconclusive = small, poorly fitted or top-dose-only effect, or another doubt; inactive = no such curve, though single readings can be large; an effect the other way counts as inactive or inconclusive. Only part of the results is shown. The share of hits here may be higher or lower than overall.
SMILES,FUS suppressor,TDP43 rescue,EPAC2 antagonist,D3 antag,EPAC2 ag,aSyn yeast inh,Abeta rescue,D3 ag
COc1ccc(S(=O)(=O)N2CCOCC2)cc1NC(=O)/C=C/c1ccc(F)cc1,11%,-24%,-5%,11,6%,-10%,-12%,-3
Cc1ccc2nc(Nc3nc(CSc4nc5ccccc5s4)cc(=O)[nH]3)nc(C)c2c1,-12%,6%,6%,?,8%,-1%,10%,-14
COc1ccc([C@H]2CC(=O)C=C(c3ccc(Cl)c(C(F)(F)F)c3)C2)cc1,42%,?,-10%,3,3%,-6%,-2%,-7
CCCCCCCCC(=O)Nc1cc(C)ccc1OC,25%,7%,-2%,33,-11%,-9%,18%,-1
COc1ccc(NC(=O)c2c(C)noc2C(C)C)cc1S(=O)(=O)N1CCCCC1,·,14%,-1%,27,-6%,4%,4%,2
CCOc1ccc(NC(=O)/C(C#N)=C\c2ccc(N3CCCC3)c(C)c2)cc1,12%,-22%,32%[activator],48,13%,-5%,-6%,10
O=C(C1CCN(CC2CC=CCC2)CC1)N(CCc1ccccc1)Cc1ccccc1 (stereo unspecified),·,0%,6%,-61*,-2%,-2%,5%,-25
CCc1ccc(OCC(=O)Nc2cc(-c3nc4cc(C)ccc4o3)ccc2C)cc1,-21%,18%,·,·,·,1%,-8%,6
C[C@@H]1CN([C@@H](C)CO)C(=O)CCCn2nncc2CO[C@@H]1CN(C)S(=O)(=O)c1cccc(F)c1,5%,17%,2%,-6,7%,-5%,-11%,-7
Cc1ccc(Cl)cc1-n1c(SCC(=O)NCCC2=CCCCC2)nc2n[nH]c(C)c2c1=N,5%,14%,6%,6,-4%,3%,-2%,1
CC(=O)c1sc(NC(=O)C(C)(C)C)nc1C,8%,1%,3%,40,7%,1%,12%,-7
CCCCn1nnnc1C(CCc1ccccc1)N1CCN(C/C=C/c2ccccc2)CC1 (stereo unspecified),6%,-13%,-1%,-58*,13%,3%,-13%,-13
C=CCN1C(=O)CN=C1Nc1cc(C)cc(C)c1,45%,-9%,-8%,-2,5%,-8%,-17%,-5
COc1cccc(-c2nc(C(N)=O)c3[nH]c(=O)n(-c4ccccc4)c3n2)c1OC,1%,18%,5%,8,5%,1%,0%,-6
CN(C1CCCCC1)S(=O)(=O)c1ccc2c(c1)c(=O)c(C(=O)N1CCN(c3ccccc3F)CC1)cn2C,2%,15%,·,·,·,·,10%,6
O=C(NCc1ccccc1)c1ccccc1Br,-7%,6%,-2%,-18,8%,-2%,-18%,-5
Cc1ccc(NC2C(=O)NC(=O)NC2=O)cc1,1%,-19%,?,-6,14%,-8%,4%,-13
O=C(c1cc(F)ccc1F)N1CCC(N2CCC(C(=O)N3CCCC3)CC2)CC1,1%,-14%,-6%,3,-9%,5%,-2%,-15
O=C(NC1CCCCC1)c1cc(S(=O)(=O)N2CCOCC2)c(Cl)cc1Cl,-2%,-5%,-2%,-3,7%,-5%,-17%,-3
Cn1cnc(S(=O)(=O)NC2CCN(Cc3ccccc3)CC2)c1,-25%,2%,-5%,-1,11%,-7%,11%,4
Cc1cn([C@H]2C[C@H](O)[C@@H](/C=C/C(=O)NCCN3CCCCC3)O2)c(=O)[nH]c1=O,-9%,19%,6%,14,-3%,1%,-3%,8
CCOCCCNCC(=O)Nc1ccc(S(=O)(=O)NC(C)CC)cc1 (stereo unspecified),-5%,8%,3%,-9,8%,-3%,3%,4
Cc1cc(S(=O)(=O)NCC(c2ccccc2)c2ccccc2)ccc1-n1cnnn1,30%,-17%,-22%,-16,4%,18%,8%,-21
C[C@@H]1CCCCO[C@H](CN(C)C(=O)Nc2cccc3ccccc23)[C@@H](C)CN([C@H](C)CO)C(=O)c2cc(NC(=O)c3ccccc3)ccc2O1,?,0%,-2%,?,-1%,1%,11%,-6
O=C(COc1ccccc1Br)c1ccc(O)cc1O,14%,19%,0%,8,-9%,-23%,-5%,-2
O=C(c1ccc2c(c1)OCCO2)C1CCN(C(=O)Nc2ccccc2F)CC1,20%,?,-17%,0,8%,-1%,-8%,2
COC(=O)c1ccc(NC(=O)CSc2nc3c(c(=O)n(C)c(=O)n3C)n2Cc2ccccc2)cc1,-11%,13%,·,·,·,·,10%,9
O=C1c2cccc3cc([N+](=O)[O-])cc(c23)C(=O)N1/N=C/c1ccc(O)cc1O,10%,3%,-2%,-5,0%,?,21%,1
Cc1ccc(NC(=O)Cn2c(=O)n(CCC(=O)NCc3ccc4c(c3)OCO4)c(=O)c3sccc32)c(C)c1,-12%,24%,·,·,·,·,12%,2
COc1ccc(CNc2ncc(-c3ccccc3)n2C)c2ccccc12,-5%,5%,-16%,-9,6%,4%,16%,-8

# 11 of the compounds above, with values under each structure.
# Order of values: FUS suppressor, TDP43 rescue, EPAC2 antagonist, D3 antag, EPAC2 ag, aSyn yeast inh, Abeta rescue, D3 ag
- Cc1ccc(NC2C(=O)NC(=O)NC2=O)cc1
→ 1%, -19%, ?, -6, 14%, -8%, 4%, -13
- O=C(c1cc(F)ccc1F)N1CCC(N2CCC(C(=O)N3CCCC3)CC2)CC1
→ 1%, -14%, -6%, 3, -9%, 5%, -2%, -15
- O=C(NC1CCCCC1)c1cc(S(=O)(=O)N2CCOCC2)c(Cl)cc1Cl
→ -2%, -5%, -2%, -3, 7%, -5%, -17%, -3
- Cn1cnc(S(=O)(=O)NC2CCN(Cc3ccccc3)CC2)c1
→ -25%, 2%, -5%, -1, 11%, -7%, 11%, 4
- Cc1cn([C@H]2C[C@H](O)[C@@H](/C=C/C(=O)NCCN3CCCCC3)O2)c(=O)[nH]c1=O
→ -9%, 19%, 6%, 14, -3%, 1%, -3%, 8
- CCOCCCNCC(=O)Nc1ccc(S(=O)(=O)NC(C)CC)cc1 (stereo unspecified)
→ -5%, 8%, 3%, -9, 8%, -3%, 3%, 4
- Cc1cc(S(=O)(=O)NCC(c2ccccc2)c2ccccc2)ccc1-n1cnnn1
→ 30%, -17%, -22%, -16, 4%, 18%, 8%, -21
- C[C@@H]1CCCCO[C@H](CN(C)C(=O)Nc2cccc3ccccc23)[C@@H](C)CN([C@H](C)CO)C(=O)c2cc(NC(=O)c3ccccc3)ccc2O1
→ ?, 0%, -2%, ?, -1%, 1%, 11%, -6
- O=C(COc1ccccc1Br)c1ccc(O)cc1O
→ 14%, 19%, 0%, 8, -9%, -23%, -5%, -2
- O=C(c1ccc2c(c1)OCCO2)C1CCN(C(=O)Nc2ccccc2F)CC1
→ 20%, ?, -17%, 0, 8%, -1%, -8%, 2
- COC(=O)c1ccc(NC(=O)CSc2nc3c(c(=O)n(C)c(=O)n3C)n2Cc2ccccc2)cc1
→ -11%, 13%, ·, ·, ·, ·, 10%, 9

# Later entries
SMILES,FUS suppressor,TDP43 rescue,EPAC2 antagonist,D3 antag,EPAC2 ag,aSyn yeast inh,Abeta rescue,D3 ag
O=C(NCc1ccccc1Cl)C1=Cc2cc(Br)ccc2OC1,-15%,4%[9.22 µM],·,·,·,·,-8%,-4
Cc1nn(-c2ccccc2)c(OC(=O)C(C)C)c1Sc1ccc(Cl)cc1,-13%,?,·,·,·,·,-78%[inhibitor],3
Cn1c(=O)c2c(c3ccccc31)OC(C)(C)CC2,17%,-6%,1%,-15,0%,4%,-11%,-13
O=c1cc(-c2cccnc2)oc2c1ccc1ccccc12,2%,-69%[inhibitor],0%,4,0%,-3%,-53%[inhibitor],8
CC(=O)c1cccc(NC(=O)C2CCCN2S(=O)(=O)c2cccc3cccnc23)c1 (stereo unspecified),-12%,11%,-6%,15,8%,1%,19%,4
CCc1nc2ccccc2nc1N1CCN(S(=O)(=O)c2c(C)cc(Cl)cc2C)CC1,26%,9%,-6%,-9,11%,16%,7%,-7
COc1ccc(CCn2nnnc2C(c2ccc(C)cc2)N2CCN(C)CC2)cc1OC (stereo unspecified),18%,1%,10%,?,-7%,1%,16%,3
COC(=O)C1=C(C)NC(=O)/C1=C\c1cc(C)n(-c2ccccc2F)c1C,13%,10%,-1%,-13,7%,1%,4%,3
CCCCn1c(N)c(N(CCOC)C(=O)CCC2CCCCC2)c(=O)[nH]c1=O,21%,-10%,7%,-9,5%,1%,-1%,5
CCn1c(C)nnc1SCC(=O)NC1CCCC1,17%,-3%,6%,7,5%,-8%,0%,3
COc1cc(NS(=O)(=O)c2ccc(NC(=O)CN3C(=O)c4ccccc4C3=O)cc2)nc(OC)n1,·,3%,-2%,?,2%,1%,-14%,-16
CCCNC(=S)N1CCN(C(c2ccccc2)c2ccccc2)CC1,?,-5%,5%,2,6%,-2%,5%,3
COCCNC(=O)C(=O)N/N=C/c1ccccc1C(F)(F)F,0%,6%,-2%,3,-2%,9%,20%,1
CCOC(=O)C1CCN(C/C=C/c2ccccc2[N+](=O)[O-])CC1,-7%,-16%,-8%,-56*,-2%,-11%,6%,-12
CCc1nnc(NC(=O)c2ccc(S(=O)(=O)N3CCCC(C)C3)cc2)s1 (stereo unspecified),-28%,-3%,0%,10,0%,4%,-6%,2
Cc1ccccc1S(=O)(=O)NC(=O)C1(C)CCN1C(=O)CCc1cccs1 (stereo unspecified),0%,11%,4%,10,5%,6%,5%,-1
CCc1cccc(C)c1NC(=O)CSc1nc2c(c(=O)[nH]1)CCC2,-12%,10%,·,·,·,·,-7%,1
CCOc1ccc(-c2cn3ccccc3n2)cc1[N+](=O)[O-],4%,3%,0%,-17,5%,0%,-6%,6
O=C(CC1C[C@H](C(=O)N2CCCCC2)[C@@]2(CCc3ccccc3)c3[nH]c4ccccc4c3CCN2C1=O)NCCC1=CCCCC1 (stereo partly specified),-11%,3%,-9%,0,2%,1%,2%,0
CCCCC1(C)NC(=O)N(CC(=O)N2CCc3ccccc32)C1=O (stereo unspecified),-8%,-9%,-4%,8,6%,5%,9%,6
COC(=O)c1c(NC(=O)CSc2nnnn2-c2ccccc2)sc2c1CCC(C)C2 (stereo unspecified),17%,-17%,-2%,5,10%,25%,-3%,-1
